aGlu spleen mod: inhibitors or activators of human alpha-glucosidase in spleen homogenate. actives 0.006% (n = 240,000). P10253. Potency, µM (series often up to 79.9 µM), without a hit: at the highest dose activity change, negative = inhibition, hits mostly inhibitors. human spleen homogenate, 4-MU-alpha-glucoside fluorescence;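 further: 0% = enzyme with vehicle and -100% = no enzyme basal signal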
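Compounds were titrated against alpha-glucosidase in spleen homogenate at pH 5.0, with 1 mM 4-methylumbelliferyl substrate for 40 min at 37 C. Reactions were quenched with pH 10 NaOH/glycine and fluorescence measured.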
ALDH1A1 block: ALDH1A1 (human) enzyme inhibition. AID 1030. Purified ALDH1A1, NADH fluorescence, propionaldehyde substrate. actives 7.3% (n = 220,000). Potency, µM (top dose mostly 75.3 µM), for the others: top-dose activity, negative = inhibition, most hits filed as inhibitors. P00352; active means well fitted inhibition curve with a large enough effect, not every such curve was filed as active; inconclusive means small, poorly fitted or top-dose-only effect, or another doubt; inactive means no such curve, though single readings can be large or run the other way;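 further: plate controls were no enzyme wells and a reference inhibitor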
Target sequence (P00352 whole entry, looked up): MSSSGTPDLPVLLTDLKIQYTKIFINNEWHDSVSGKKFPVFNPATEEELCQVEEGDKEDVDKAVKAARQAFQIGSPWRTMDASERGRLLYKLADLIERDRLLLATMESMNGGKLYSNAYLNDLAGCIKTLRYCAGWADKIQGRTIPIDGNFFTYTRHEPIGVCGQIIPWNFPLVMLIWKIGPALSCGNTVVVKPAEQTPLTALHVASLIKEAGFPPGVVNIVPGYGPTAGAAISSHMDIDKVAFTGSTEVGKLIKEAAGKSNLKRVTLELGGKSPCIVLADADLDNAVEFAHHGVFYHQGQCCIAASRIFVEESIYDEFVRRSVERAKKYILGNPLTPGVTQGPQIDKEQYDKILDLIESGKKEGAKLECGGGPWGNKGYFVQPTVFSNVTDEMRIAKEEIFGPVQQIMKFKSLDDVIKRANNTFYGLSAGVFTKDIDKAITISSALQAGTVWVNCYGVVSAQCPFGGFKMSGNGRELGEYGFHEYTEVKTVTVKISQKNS
KDM4E inh: inhibitors of human JMJD2E histone demethylase | JMJD2E catalytic domain, FDH-coupled NADH fluorescence (FDH is formaldehyde dehydrogenase) | Potency, µM (titrated, usually from 57.1 µM), for inactives: at the highest dose activity change, negative = inhibition, most hits filed as inhibitors | actives 1.6% (n = 230,000) | AID 2147; active means well fitted inhibition curve with a large enough effect, not every such curve was filed as active; inconclusive means small, poorly fitted or top-dose-only effect, or another doubt; inactive means no such curve, though single readings can be large or run the other way;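 further: 0% = wells with enzyme and -100% = buffer wells without enzyme; nearly all actives have a fitted effect of over 50% in size; many of its hits are not listed in these tables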
Target sequence (B2RXH2 1-337 limits assumed): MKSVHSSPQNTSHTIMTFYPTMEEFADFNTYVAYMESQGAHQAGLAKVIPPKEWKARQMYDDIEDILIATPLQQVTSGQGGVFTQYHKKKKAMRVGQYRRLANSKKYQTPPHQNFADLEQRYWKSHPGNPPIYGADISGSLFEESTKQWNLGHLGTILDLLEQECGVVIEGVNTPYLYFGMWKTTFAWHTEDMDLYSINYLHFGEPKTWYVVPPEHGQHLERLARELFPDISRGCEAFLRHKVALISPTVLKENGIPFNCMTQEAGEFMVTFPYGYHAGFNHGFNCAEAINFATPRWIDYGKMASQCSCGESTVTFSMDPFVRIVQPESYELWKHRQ
GoLoco inh red: RGS12 GoLoco-Gai1 interaction inhibition; P63096; Gai1:RGS12 GoLoco peptide FP, rhodamine, 10 min; Potency, µM (doses to about 61.6 µM), for inactives: at the highest dose activity, negative = inhibition, hits mostly inhibitors; actives 0.44% (n = 230,000); active means well fitted inhibition curve with a large enough effect, not every such curve was filed as active; inactive means no such curve, though single readings can be large or run the other way; further: on the % scale 0 is the no-effect control and ±100 the full control effect; nearly all actives have a fitted effect of over 30% in size; many of its hits are not listed in these tables
GAA glycogen: GAA glycogen-cleavage inhibition or activation; Potency, µM (doses to about 76.4 µM), for the others: at the highest dose activity change, negative = inhibition, usual class: inhibitors; actives 0.38% (n = 300,000); P10253; recombinant GAA, glycogen substrate, Amplex Red glucose oxidase fluorescence;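 further: 0% = full enzyme reaction and -100% = no-enzyme basal signal; the screen sought inhibitors and activators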
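Natural-substrate format: glycogen cleavage by 4 nM human enzyme, glucose read by Amplex Red coupling (Ex 573, Em 610 nm). Normalized to enzyme and no-enzyme controls.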
SMN2 splice enh: enhancers of SMN2 splice variant expression | HEK293 SMN2-luciferase splicing reporter, luminescence, 30-36 h | Potency, µM (titrated, usually from 46.1 µM), for inactives: top-dose activity change, positive = activation, usual class: activators | actives 2.8% (n = 210,000) | AID 1458; further: % of control where 0% means no effect; nearly all actives have a fitted effect of over 55% in size
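qHTS luciferase splicing reporter: luminescence rises when SMN2 exon 7 is included in transfected HEK293 cells. Compound exposure lasted 30-36 h at 37C, with 4.5 mM final sodium butyrate as control, followed by a ONE-Glo read.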
GLA spleen mod: inhibits or activates alpha-galactosidase in human spleen homogenate. Potency, µM (series often up to 80 µM), for the others: at the highest dose activity change, negative = inhibition, most hits filed as inhibitors. actives 0.008% (n = 240,000). P06280. AID 2107. human spleen homogenate, 4MU-alpha-Gal fluorescence, 40 min;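 further: 0% = enzyme with vehicle and -100% = no enzyme basal signal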
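Spleen homogenate 1 ug + cpd (titration) + 4-MU-alpha-D-galactopyranoside 1 mM; 37C 40 min; 50 mM citrate/phosphate pH 5.0, 0.01% Tween-20; stop pH 10; fluorescence 365/440; AC50 via Hill.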
GAA inhib: alpha-glucosidase (human) inhibition; AID 1466; Potency, µM (top dose mostly 76.9 µM), without a hit: at the highest dose activity change, negative = inhibition, most hits filed as inhibitors; actives 0.005% (n = 200,000); purified human GAA, 4-MU-alpha-glucoside fluorescence;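 further: plate controls were uninhibited enzyme wells for no effect and no-enzyme background for full effect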
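AC50 values come from Hill fits of compound titrations (up to 77 uM) against 4 nM human enzyme. Substrate 4-methylumbelliferyl-alpha-D-pyranoside at 400 uM, pH 5.0 citrate buffer, 20 min room temperature; fluorescence Ex 365/Em 440 after alkaline stop.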
Active calls of the source: *; & = joins results of further samples. Unless noted, the call rests on the fitted dose curve; in most records, active means well fitted curve in the direction sought with a large enough effect; inconclusive means small, poorly fitted or top-dose-only effect, or another doubt; inactive means no such curve, though single readings can be large; an effect the other way counts as inactive or inconclusive. Potency means the concentration at half of the fitted maximal effect. Not all compounds are listed; count on the stated rates, not on these rows.

CCOC(=O)/C(C#N)=C/c1ccc(OC(=O)c2ccco2)c(OCC)c1 was read as aGlu spleen mod -3%, ALDH1A1 block inconclusive, KDM4E inh -3%, GAA glycogen -7%, GLA spleen mod 2% and GAA inhib 2%.
Screening CCCC[n+]1ccn(-c2nc3ccccc3nc2[N-]S(=O)(=O)c2ccc(C)cc2)c1 returned aGlu spleen mod 8%, ALDH1A1 block inconclusive, KDM4E inh inconclusive, GoLoco inh red -4%, GAA glycogen 5%, SMN2 splice enh 0%, GLA spleen mod 14% and GAA inhib 9%.
`Cc1ccc([N+](=O)[O-])cc1N=C(c1ccc([N+](=O)[O-])cc1)N1CCOCC1` gave aGlu spleen mod -7%, ALDH1A1 block inconclusive, KDM4E inh 5%, GoLoco inh red 12%, GAA glycogen -4%, SMN2 splice enh -5%, GLA spleen mod -1% and GAA inhib -7%.
Cc1ccccc1NC(=O)c1cc(N)ccc1N1CCCCC1 was read as aGlu spleen mod -6%, ALDH1A1 block 10µM*, KDM4E inh -11%, GoLoco inh red -11%, GAA glycogen inconclusive, SMN2 splice enh -8%, GLA spleen mod 1% and GAA inhib inconclusive.
For Cn1c(=O)cc(SCC(=O)N2CCCC2)c2cc(Cl)ccc21 the results were aGlu spleen mod -4%, ALDH1A1 block inconclusive, KDM4E inh -6%, GoLoco inh red 6%, GAA glycogen -3%, SMN2 splice enh inconclusive, GLA spleen mod -6% and GAA inhib 2%.
For CC(C)C(NC(=O)OCc1ccccc1)C(=O)OCC(=O)N1C(C)CCCC1C (configuration not stated) the results were aGlu spleen mod 4%, ALDH1A1 block inconclusive, KDM4E inh -7%, GoLoco inh red -7%, GAA glycogen -5%, SMN2 splice enh 11%, GLA spleen mod 6% and GAA inhib -3%.
Screening COc1cccc(-c2cc(=O)c3ccccc3o2)c1N returned aGlu spleen mod 3%&4%&-5%&-2%, ALDH1A1 block inconclusive, KDM4E inh -1%&-5%, GoLoco inh red -4%&3%&0%&6%, SMN2 splice enh 11µM* and GLA spleen mod 8%&-4%&-7%&1%.
CC1(C)C(=O)C2C[C@]3(O)C4=CC(=O)OC(c5ccoc5)[C@]4(C)CCC3[C@](C)(C2=O)C1CC(=O)O (some centres not stated) was read as aGlu spleen mod 7%, ALDH1A1 block 8%, KDM4E inh 6%, GoLoco inh red -5%, SMN2 splice enh -2% and GLA spleen mod 16%.
`COc1ccccc1CN1CCCC2(CCN(C(=O)c3cccc(F)c3)CC2)C1` gave aGlu spleen mod 0%, ALDH1A1 block 8%, GoLoco inh red 3%, SMN2 splice enh 1% and GLA spleen mod 2%.
For CCCc1nc2ccccc2n1C(=S)SC the results were aGlu spleen mod 7%, ALDH1A1 block -9%, KDM4E inh -24%, GoLoco inh red 3%, GAA glycogen 2%, GLA spleen mod 2% and GAA inhib 0%.
`COc1ccc(CCNC(=O)C2CC(=O)N(C3CCCC3)C2)cc1OC` (configuration not stated) gave aGlu spleen mod 0%, ALDH1A1 block inconclusive, KDM4E inh 2%, GoLoco inh red -14%, GAA glycogen 9%, SMN2 splice enh -8%, GLA spleen mod -10% and GAA inhib -2%.
Screening Cc1ccc(CNS(=O)(=O)c2ccc(C(F)(F)F)cc2)n1C returned aGlu spleen mod 3%, KDM4E inh -17%, GoLoco inh red 4%, GAA glycogen 5% and GLA spleen mod 1%.
CC(=O)Nc1ccc(-n2c(C)nc(=O)c(-c3ccccc3)c2C)cc1 was read as aGlu spleen mod -18%, ALDH1A1 block 1%, KDM4E inh 6%, GoLoco inh red -3%, GAA glycogen 6%, SMN2 splice enh 13%, GLA spleen mod -7% and GAA inhib 2%.
For COc1ccc(NC(=O)COC(=O)Cc2ccccc2[N+](=O)[O-])cc1OC the results were aGlu spleen mod -3%, ALDH1A1 block 14µM*, KDM4E inh -15%, GoLoco inh red 7%, GAA glycogen -7%, SMN2 splice enh 4%, GLA spleen mod 6% and GAA inhib -7%.
For CC1CCC(C(C)C)C(OC(=O)COC(=O)c2cccn2C)C1 (configuration not stated) the results were aGlu spleen mod -12%, ALDH1A1 block -2%, KDM4E inh -10%, GoLoco inh red 6%, GAA glycogen 3%, SMN2 splice enh -15%, GLA spleen mod 8% and GAA inhib -6%.
`CCn1c(CNC(=O)c2cccs2)n[nH]c1=S` gave aGlu spleen mod 1%, ALDH1A1 block inconclusive, KDM4E inh inconclusive, GoLoco inh red -1%, GAA glycogen 10%, SMN2 splice enh 4%, GLA spleen mod -1% and GAA inhib 4%.
Screening CCOC(=O)N1CCN(C(=O)COc2ccc(S(=O)(=O)NC(C)C)cc2)CC1 returned aGlu spleen mod 1%, ALDH1A1 block 2%, KDM4E inh -2%, GoLoco inh red 5%, GAA glycogen -5%, SMN2 splice enh 0%, GLA spleen mod -4% and GAA inhib 6%.
Screening Cc1nc(C2CC(=O)OC23CCCCC3)cs1 (configuration not stated) returned aGlu spleen mod 6%, ALDH1A1 block -9%, KDM4E inh 10%, GoLoco inh red 3%, GAA glycogen 1%, SMN2 splice enh 0%, GLA spleen mod 18% and GAA inhib -5%.
CCC(C)N(C)C1CCN(C(=S)Nc2ccc(OC)cc2)CC1 (configuration not stated) was read as aGlu spleen mod -4%, ALDH1A1 block inconclusive, KDM4E inh -5%, GoLoco inh red -7%, GAA glycogen 9%, SMN2 splice enh -4%, GLA spleen mod 2% and GAA inhib inconclusive.
Screening FC(F)(F)c1cc(-c2ccc(Cl)cc2)nc2ncnn12 returned aGlu spleen mod -7%, ALDH1A1 block inconclusive, KDM4E inh inconclusive, GoLoco inh red 15%, GAA glycogen 0%, SMN2 splice enh -25%, GLA spleen mod -5% and GAA inhib 6%.
For O=[N+]([O-])c1ccc(Oc2cnc3ccccc3n2)cc1 the results were aGlu spleen mod 0%, ALDH1A1 block -2%, KDM4E inh -4%, GoLoco inh red -6%, GAA glycogen 8%, SMN2 splice enh 6%, GLA spleen mod 0% and GAA inhib 6%.
CCOC(=O)CC(=O)CSc1nc(N)c(C#N)c(-c2ccc(Cl)cc2)c1C#N was read as aGlu spleen mod -9%, ALDH1A1 block inconclusive, KDM4E inh inconclusive, GAA glycogen -4%, GLA spleen mod -12% and GAA inhib -5%.
Screening COc1ccccc1CSc1ncc(-c2ccc([N+](=O)[O-])cc2)[nH]1 returned aGlu spleen mod 3%, ALDH1A1 block 28µM*, KDM4E inh -7%, GoLoco inh red -1%, GAA glycogen 5%, SMN2 splice enh -10%, GLA spleen mod 5% and GAA inhib 0%.
For COc1ccc(CC(=O)c2ccccc2C(=O)O)cc1 the results were aGlu spleen mod -10%, ALDH1A1 block 5%, KDM4E inh -3%, GoLoco inh red 5%, GAA glycogen -5%, SMN2 splice enh 6%, GLA spleen mod -4% and GAA inhib 5%.
Screening CCn1c(O)c(C=Nc2ccccc2)sc1=O returned aGlu spleen mod -4%, ALDH1A1 block inconclusive, KDM4E inh inconclusive, GoLoco inh red 2%, GAA glycogen 6%, SMN2 splice enh 3%, GLA spleen mod 0% and GAA inhib -7%.
O=C(CSc1ccccc1[N+](=O)[O-])NC1CCS(=O)(=O)C1 (configuration not stated) was read as aGlu spleen mod -7%, ALDH1A1 block -16%, KDM4E inh 4%, GoLoco inh red -15%, GAA glycogen -1%, SMN2 splice enh 11%, GLA spleen mod 0% and GAA inhib -2%.
Screening O=S(=O)(c1ccc(F)cc1)n1ccc(-c2cccc(OCc3c(F)cccc3Cl)c2)n1 returned aGlu spleen mod -1%, ALDH1A1 block 6%, KDM4E inh 7%, GoLoco inh red 0%, GAA glycogen 4%, SMN2 splice enh -11%, GLA spleen mod 6% and GAA inhib -3%.
Screening Cn1cc(Cl)c(C(=O)N2CCN(c3ncccn3)CC2)n1 returned aGlu spleen mod -4%, ALDH1A1 block -6%, KDM4E inh -5%, GoLoco inh red 1%, GAA glycogen -3%, SMN2 splice enh 6%, GLA spleen mod 5% and GAA inhib 1%.
Screening CCc1ccc(C2C(C#N)=C(N)N(N3CCOCC3)C3=C2C(=O)CC(C)(C)C3)s1 (configuration not stated) returned aGlu spleen mod 0%, ALDH1A1 block 3%, KDM4E inh -3%, GoLoco inh red -2%, GAA glycogen 0%, SMN2 splice enh 0%, GLA spleen mod -3% and GAA inhib 0%.
`COc1ccc(NC(=O)C2CCCN(c3cc(C)nc4ncnn34)C2)cc1` (configuration not stated) gave aGlu spleen mod 5%, ALDH1A1 block 7%, KDM4E inh -3%, GoLoco inh red 5%, GAA glycogen -12%, GLA spleen mod 3% and GAA inhib -4%.
For CC1=C(C(N)=O)C(c2cccnc2)n2nc(-c3cccc(Cl)c3)nc2N1 (configuration not stated) the results were aGlu spleen mod -6%, ALDH1A1 block -7%, KDM4E inh 7%, GAA glycogen -12%, GLA spleen mod 0% and GAA inhib 2%.
`O=C(N/N=C/c1c[nH]c2ccccc12)c1sc2ccccc2c1Cl` gave aGlu spleen mod -7%, ALDH1A1 block inconclusive, KDM4E inh -29%, GoLoco inh red 1%, GAA glycogen -10%, SMN2 splice enh inconclusive, GLA spleen mod -24% and GAA inhib inconclusive.

An excerpt from above in order of formula weight, high to low:
Screening CCOC(=O)N1CCN(C(=O)COc2ccc(S(=O)(=O)NC(C)C)cc2)CC1 returned aGlu spleen mod 1%, ALDH1A1 block 2%, KDM4E inh -2%, GoLoco inh red 5%, GAA glycogen -5%, SMN2 splice enh 0%, GLA spleen mod -4% and GAA inhib 6%.
Screening FC(F)(F)c1cc(-c2ccc(Cl)cc2)nc2ncnn12 returned aGlu spleen mod -7%, ALDH1A1 block inconclusive, KDM4E inh inconclusive, GoLoco inh red 15%, GAA glycogen 0%, SMN2 splice enh -25%, GLA spleen mod -5% and GAA inhib 6%.
For COc1ccc(CC(=O)c2ccccc2C(=O)O)cc1 the results were aGlu spleen mod -10%, ALDH1A1 block 5%, KDM4E inh -3%, GoLoco inh red 5%, GAA glycogen -5%, SMN2 splice enh 6%, GLA spleen mod -4% and GAA inhib 5%.
For CCCc1nc2ccccc2n1C(=S)SC the results were aGlu spleen mod 7%, ALDH1A1 block -9%, KDM4E inh -24%, GoLoco inh red 3%, GAA glycogen 2%, GLA spleen mod 2% and GAA inhib 0%.

Screening results as filed in PubChem.
